# Source: PubChem
# VHR inh color: inhibitors of human VHR1 phosphatase (DUSP3); 50,000 tested, 0.7% active; recombinant VHR phosphatase, colorimetric substrate read-out; AID 1992; P51452; inhibition, % at 20 µM; in the data active = inhibition above about 60%; note: some results filed as inactive read as strong as hits
# Target sequence (P51452 whole entry, looked up): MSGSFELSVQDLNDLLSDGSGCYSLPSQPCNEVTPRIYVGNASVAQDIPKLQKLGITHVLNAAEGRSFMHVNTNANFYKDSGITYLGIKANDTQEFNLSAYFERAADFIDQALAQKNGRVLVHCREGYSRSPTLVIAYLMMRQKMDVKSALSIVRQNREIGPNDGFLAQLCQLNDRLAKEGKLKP
# An asterisk follows results filed as active. Some of the compounds tested; rates above refer to the full screens.
# The first 2 records (preview)
SMILES,VHR inh color
COc1cccc(/C=N/NC(=O)c2ccc(=O)n(C)c2)c1OC,-11
O=[N+]([O-])c1cccc(/C=N/N2CCN(c3ccccn3)CC2)c1,-11

# Main list (from the top)
SMILES,VHR inh color
COc1cccc(/C=N/NC(=O)c2ccc(=O)n(C)c2)c1OC,-11
O=[N+]([O-])c1cccc(/C=N/N2CCN(c3ccccn3)CC2)c1,-11
COc1ccc(-c2cc3c(ccc4ccccc43)oc2=O)cc1OC,8
COC(=O)c1ccccc1-c1ccc(/C=C2/SC(=S)N(CC(=O)O)C2=O)o1,4
O=C1/C(=C\c2ccccc2OS(=O)(=O)c2ccccc2[N+](=O)[O-])SC(=S)N1Cc1ccccc1,-9
CC(=O)Nc1ccc(S(=O)(=O)NNC(=O)c2cccc(Cl)c2)cc1,0
CCOC(=O)C1=C(C)N(c2ccc(OCC)cc2)C(=O)/C1=C\c1ccco1,-14
COc1ccc(C(=O)O/N=C2\CCCc3c2ccc(O)c3C)cc1OC,-10
CCOC(=O)C1=NNC2(c3ccc(Cl)cc3)C(=O)N(c3cccc(OC)c3)C(=O)C12 (stereo unspecified),100*
O=C(/C=C/c1ccc(Cl)cc1)Nc1ccc(OC(F)(F)F)cc1,-13
CCC(=O)Oc1cc2oc(=O)c(CC)c(C)c2cc1CC,-23
O=C(Nc1ccc(Cl)cc1)Nc1ccc(F)c(Cl)c1,-14
COc1ccc(N2C(=O)/C(=C/c3ccc(OC(=O)C45CC6CC(CC(C6)C4)C5)c(OC)c3)SC2=S)cc1,-1
O=C(CSc1nc2ccc(N3C(=O)c4ccccc4C3=O)cc2s1)c1ccc(Cl)cc1,28
CCCC(=O)Nc1nc(-c2ccccc2)cs1,42
O=C(Cc1ccc([N+](=O)[O-])cc1)NNC(=O)c1ccccc1,-11
CCN(CC)C(=O)C1CN(S(=O)(=O)c2ccccc2)CCN1S(=O)(=O)c1ccccc1 (stereo unspecified),-31
COC(=O)c1c(-c2ccccc2)csc1NC(=O)C1CCCCC1C(=O)O (stereo unspecified),-2
CC(NC(=O)COc1ccc(Br)cc1)c1ccccc1 (stereo unspecified),-13
COc1ccc(CNC(=O)COc2cc(C)c(Cl)c(C)c2)cc1,-11
CCn1c(SC)nc2sc3c(c2c1=O)CCCC3,-37
O=C(CNC(=O)OCc1ccccc1)Nc1ccc(Br)cc1C(=O)c1ccccc1,2
CCC(=O)Nc1ccc2c(c1)N(C(C)=O)c1ccccc1CC2,-25
Clc1ccc(N=Cc2cccc(OCc3ccccc3)c2)cc1Cl,-6
O=C(CSCC(=O)c1ccc(F)cc1)Nc1ccc2ccccc2c1,2
CCc1ccc(NC(=O)CSc2ccccn2)cc1,21
COc1ccc2c(c1OC)C(=O)N(c1cccc(/C=C/C(=O)O)c1)C2,0
CCOc1ccc(-c2csc(N)c2C(=O)OC)cc1,-2
COc1ccccc1C(=O)N1CCN(c2ccc(F)cc2)CC1,-19
COc1cc(CNCc2ccccc2[N+](=O)[O-])cc(OC)c1,-3
CC1=C(C(=O)Nc2ccc(C)cc2)C(c2ccc(Cl)cc2)NC(=S)N1 (stereo unspecified),-24
Cc1cc(OCC(=O)Nc2c(C(C)C)cccc2C(C)C)cc(C)c1Cl,-14
COC(=O)c1ccc(C(=O)OC)c(NC(=O)c2cc(Cl)ccc2Cl)c1,-20
Cc1ccc(NC(=S)NC(=O)c2ccc(F)cc2)cc1Br,-8
CCCCCn1c(=O)c(C(=O)Nc2ccc(C)cc2C)c(O)c2ccccc21,-3
CC12C(=O)C(C(c3ccccc3)NC1c1ccccc1)C(c1ccccc1)NC2c1ccccc1 (stereo unspecified),-3
Cc1ccc(NS(=O)(=O)c2ccc3c(c2)OCCO3)cc1,3
COc1ccc(NC(=O)c2ccc([N+](=O)[O-])cc2)cc1Cl,-11
O=C1NC(=O)N(c2ccccc2F)C(=O)/C1=C/c1ccc(OCc2cccc(C(=O)O)c2)cc1,-1
COc1cc(OC)c(OC)cc1CN1CCN(C2CCCCCC2)CC1,-14
CCC(=O)N1c2ccccc2NC2=C(C(=O)CC(c3ccccc3)C2)C1c1ccc(OC)cc1 (stereo unspecified),103*
O=C(CSc1nnnn1-c1ccccc1)Nc1ccccc1[N+](=O)[O-],4
O=c1c2ccccc2nc(/C=C\c2ccccc2O)n1-c1cccc2ccccc12,-1
COC(=O)C(NC(=O)C(C)(C)C)C12CC3CC(CC(C3)C1)C2 (stereo unspecified),8
O=C(Cc1ccc(Br)cc1)Nc1ccccc1,4
S=C(NCCSCc1ccc(Cl)cc1)Nc1ccccc1,-27
CCOc1ccc(N2C(=O)S/C(=C\c3ccc(F)cc3)C2=O)cc1,-11
N#Cc1ccccc1N=C1CCCN1Cc1ccccc1,-9
O=C(CSc1ncn[nH]1)Nc1ccc(F)cc1,-22
COc1cc(C(=O)N2CCN(C(=O)c3cccs3)CC2)cc(OC)c1OC,-6
# Remaining list, next part:
SMILES,VHR inh color
COc1ccc(C)cc1NC(=O)c1ccccc1[N+](=O)[O-],4
COc1ccc(Br)cc1CN1CCN(Cc2ccc(OC)c(OC)c2)CC1,-3
O=C(Nc1cccc(Oc2ccc3c(c2)C(=O)N(c2ccccc2)C3=O)c1)c1cccc([N+](=O)[O-])c1,15
O=C(/C=C/c1cc2c(cc1Br)OCO2)c1ccc(Cl)cc1,11
COc1ccc(/C=C/C(=O)N2CCOCC2)cc1OC,-8
C/C(Cn1nnc([N+](=O)[O-])n1)=N\NC(=O)c1ccc(C)cc1,-26
COc1ccc(/C=C/C(=O)OCC(=O)c2cccc([N+](=O)[O-])c2)cc1S(=O)(=O)N1CCCCC1,-27
Cc1ccc(OCc2nnc(NC(=O)Nc3ccccc3)s2)cc1,-13
COc1ccc(Cl)cc1NS(=O)(=O)c1ccc2ccccc2c1,-1
Cc1cc(OCCCN2CCOCC2)ccc1Cl,-59
CN(C)c1ccc(/C=N/NC(=O)CNC(=O)c2ccncc2)cc1,-4
Cc1cccc(C)c1-n1c(C)cc(/C=N/NC(=O)c2ccncc2)c1C,14
COc1cc([N+](=O)[O-])ccc1-c1ccc(/C=C2/SC(=S)N(c3ccccc3)C2=O)o1,7
COc1ccc(C2C(C(=O)OC(C)C)=C(C)N=c3s/c(=C\c4cccs4)c(=O)n32)cc1 (stereo unspecified),5
COc1ccc(NC(=O)Nc2cc(C(F)(F)F)cc(C(F)(F)F)c2)cc1OC,-3
NC(=O)c1ccc(NC(=O)c2sc3ccccc3c2Cl)cc1,-16
CCOC(=O)c1c(NC(=O)c2cccc(F)c2)sc2c1CCC2,-48
Cc1cc(Br)ccc1N1C(=O)CCC1=O,3
O=C(/C=C/c1ccccc1)C1=C(O)C(=O)N(c2ccccn2)C1c1ccccc1F (stereo unspecified),-2
COc1ccc2c(Cl)c(C(=O)N3CCN(c4ccccc4)CC3)sc2c1,-13
COc1cc(C=NN2CCN(c3ccc(Cl)cc3)CC2)ccc1OCc1ccccc1,0
O=C(CN1C(=O)/C(=C/c2ccccc2)SC1=S)Nc1cc([N+](=O)[O-])ccc1O,10
COc1ccc(OC)c(NC(=O)c2ccc(C)c(C)c2)c1,6
COc1ccc(OCC(=O)Nc2ccc3ccccc3c2)cc1,-4
Cc1ccc(C)c(N2C(=O)C3C4CC(=O)C(c5ccccc54)C3C2=O)c1 (stereo unspecified),-8
O=C(NCc1ccccc1Cl)C(=O)Nc1ccccc1F,-21
CC(=O)N1c2ccccc2CC(N2CCCCC2)c2ccccc21 (stereo unspecified),-6
O=c1c(/C=C(\O)c2ccc([N+](=O)[O-])cc2)nc2ccccc2n1-c1ccccc1,-10
COc1ccccc1NC(=O)c1c(NC(=O)c2ccc([N+](=O)[O-])cc2)sc2c1CCCCC2,-18
O=C(N/N=C/C=N/NC(=O)c1cc(Br)ccc1O)c1cc(Br)ccc1O,-16
CCOC(=O)c1ccccc1NC(=O)COc1ccc(C)cc1C,0
COc1cc(CN2CCN(C(C)C)CC2)cc(OC)c1OC,1
CC1=C(C(=O)OCCc2ccccc2)C(c2cccc([N+](=O)[O-])c2)CC(=O)N1 (stereo unspecified),5
COc1cc2c(cc1OC)C(=O)NC1(CCCC1)C2,-9
C=CCN1C(=O)/C(=C/c2cccc([N+](=O)[O-])c2)C(=O)NC1=S,-9
C/C(CC(=O)N1CCCC1)=N\NC(=O)C(=O)Nc1ccccc1,47
CC1(C)CC(=O)C2=C(C1)Nc1ccccc1N(C(=O)c1ccc(Cl)cc1)C2c1ccco1 (stereo unspecified),-77
O=C(Nc1ccc2c(c1)C(=O)c1ccccc1C2=O)c1cccnc1,15
COCCNC(=O)c1ccc(I)cc1,-2
O=C(Nc1ccc(-c2nc3ccccc3s2)c(O)c1)c1ccc(-c2cccc([N+](=O)[O-])c2)o1,-13
Cc1ccc(OCC(=O)N2CCc3ccccc3C2)c(Br)c1,4
CSc1nc(N)c(C#N)c(-c2ccccc2)c1C#N,-2
O=C1C(=O)N(C2CCCCC2)C(=O)N1C1CCCCC1,-9
COc1cccc(OCCn2ccnc2)c1,-7
O=C1C(=O)N(Cc2ccccc2)C(c2cccc(F)c2)/C1=C(/O)c1ccccc1 (stereo unspecified),-5
CCc1cccc(C)c1NC(=O)CCC1CCCC1,-30
COc1ccccc1Cc1noc(COc2ccc3ccccc3c2)n1,-2
Cc1c(Cl)c(C(F)(F)F)nn1CC(=O)Nc1ccccc1C(F)(F)F,25
CC1(C)CC(=O)C=C(/C=C/c2ccc(N3N=N3)cc2)C1,4
CC(C)C(=O)Nc1ccc(Nc2ccccc2)cc1,-17
# Additional compounds follow.
SMILES,VHR inh color
O=C(COc1ccc(Br)cc1)Nc1ccc(N2CCCCC2)c(Cl)c1,-6
Cc1cc(Cl)ccc1NC(=O)CCc1ccccc1,-4
CCOc1ccc(N2C(=O)/C(=C/c3ccc(-c4cc([N+](=O)[O-])ccc4Cl)o3)C(=O)NC2=S)cc1,33
O=C(Nc1cccc(NC(=O)c2cccc3ccccc23)c1)c1cccc(Cl)c1,3
COc1cc(Br)c(/C=C2\C(=O)NC(=O)N(c3ccc(C)cc3)C2=O)cc1OC,-10
O=C(Nc1nnc(-c2ccc(F)cc2)s1)c1ccc(Cl)cc1Cl,-9
CCOC(=O)c1c(N)sc(NC(=O)c2ccc(C)cc2C)c1C,1
COc1ccc(C(=O)Nc2ccc([N+](=O)[O-])cc2C)cc1,12
OCCSc1nncn1/N=C/c1c[nH]c2ccccc12,-13
CCOc1cc(/C=N/n2cnnc2)ccc1OCCOc1ccccc1C,-20
CC(=O)OCCNC(=O)/C(=C\c1ccc2c(c1)OCO2)NC(=O)c1ccco1,-7
COc1cc(NC(=O)C2CCCCC2)c2ncccc2c1,-45
O=C(CSc1n[nH]c(=O)[nH]c1=O)N/N=C/C=C\c1ccccc1,-2
CC1(C)C(C=C(Cl)Cl)C1C(=O)Nc1ccc(S(N)(=O)=O)cc1 (stereo unspecified),-28
Cc1ccc(N(CC(=O)N(Cc2ccccc2)Cc2ccccc2)S(C)(=O)=O)cc1,17
CN1CCN(CC(=O)N2c3ccccc3Sc3ccccc32)CC1,3
OC(COc1cccc(OCC(O)CN2CCOCC2)c1)CN1CCOCC1 (stereo unspecified),-11
COc1ccc(C2/C(=C(/O)c3ccccc3)C(=O)C(=O)N2Cc2ccccc2)c(OC)c1 (stereo unspecified),30
CSc1nc(-c2ccccc2)nc2[nH]ccc(=O)c12,-5
CNC(=O)CCC(=O)Nc1ccc(C)cc1C,-15
Cc1ccc(N2CCN(/N=C\c3ccccc3C(F)(F)F)CC2)cc1,-1
CCCCOc1ccc(C(=O)NCc2ccccc2F)cc1,8
O=C(O)C(=O)/C=C(\O)c1ccc(F)cc1,-10
O=C(N/N=C/c1ccccc1[N+](=O)[O-])/C(=C\c1ccc2c(c1)OCO2)NC(=O)c1ccccc1,-5
COc1cccc(C2C(C(C)=O)=C(O)C(=O)N2CC2CCCO2)c1 (stereo unspecified),-4
C=CCn1c2ccccc2c2nnc(SCC(=O)Nc3sc4c(c3C#N)CCCC4)nc21,14
COc1ccc(/C=C(\NC(=O)c2ccc(Cl)cc2)C(=O)NCC2CCCO2)cc1OC (stereo unspecified),3
C=CCOc1ccc(/C=c2/sc3n(c2=O)C(c2ccc(OC)c(OC)c2)C(C(=O)OC)=C(C)N=3)cc1 (stereo unspecified),-22
CCOC(=O)COc1ccc(/C=C2\C(=O)NC(=O)N(C)C2=O)cc1OC,6
COC(=O)CN(c1c(C)cccc1C)S(C)(=O)=O,-7

# Laid out differently: 22 of the compounds above
Structure	VHR inh color
CCOC(=O)c1c(N)sc(NC(=O)c2ccc(C)cc2C)c1C	1
COc1ccc(C(=O)Nc2ccc([N+](=O)[O-])cc2C)cc1	12
OCCSc1nncn1/N=C/c1c[nH]c2ccccc12	-13
CCOc1cc(/C=N/n2cnnc2)ccc1OCCOc1ccccc1C	-20
CC(=O)OCCNC(=O)/C(=C\c1ccc2c(c1)OCO2)NC(=O)c1ccco1	-7
COc1cc(NC(=O)C2CCCCC2)c2ncccc2c1	-45
O=C(CSc1n[nH]c(=O)[nH]c1=O)N/N=C/C=C\c1ccccc1	-2
CC1(C)C(C=C(Cl)Cl)C1C(=O)Nc1ccc(S(N)(=O)=O)cc1 (stereo unspecified)	-28
Cc1ccc(N(CC(=O)N(Cc2ccccc2)Cc2ccccc2)S(C)(=O)=O)cc1	17
CN1CCN(CC(=O)N2c3ccccc3Sc3ccccc32)CC1	3
OC(COc1cccc(OCC(O)CN2CCOCC2)c1)CN1CCOCC1 (stereo unspecified)	-11
COc1ccc(C2/C(=C(/O)c3ccccc3)C(=O)C(=O)N2Cc2ccccc2)c(OC)c1 (stereo unspecified)	30
CSc1nc(-c2ccccc2)nc2[nH]ccc(=O)c12	-5
CNC(=O)CCC(=O)Nc1ccc(C)cc1C	-15
Cc1ccc(N2CCN(/N=C\c3ccccc3C(F)(F)F)CC2)cc1	-1
CCCCOc1ccc(C(=O)NCc2ccccc2F)cc1	8
O=C(O)C(=O)/C=C(\O)c1ccc(F)cc1	-10
O=C(N/N=C/c1ccccc1[N+](=O)[O-])/C(=C\c1ccc2c(c1)OCO2)NC(=O)c1ccccc1	-5
COc1cccc(C2C(C(C)=O)=C(O)C(=O)N2CC2CCCO2)c1 (stereo unspecified)	-4
C=CCn1c2ccccc2c2nnc(SCC(=O)Nc3sc4c(c3C#N)CCCC4)nc21	14
COc1ccc(/C=C(\NC(=O)c2ccc(Cl)cc2)C(=O)NCC2CCCO2)cc1OC (stereo unspecified)	3
C=CCOc1ccc(/C=c2/sc3n(c2=O)C(c2ccc(OC)c(OC)c2)C(C(=O)OC)=C(C)N=3)cc1 (stereo unspecified)	-22
